# Source: PubChem BioAssay (several laboratories)
# SR-BI DiI inh – blocks mouse SR-BI lipid uptake from DiI-HDL. Q61009. ldlA[mSR-BI] CHO cells, DiI-HDL uptake fluorescence, 3 h. inhibition, % at 12.5 µM. hit rate 0.96% among 320,000. AID 488896;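 active means mean replicate inhibition of at least 70% and a set share of replicates each scoring 70 or more; inconclusive means meets just one of the two criteria; inactive means fails both criteria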;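 further: 0% = median of neutral control wells and 100% = median of positive control wells; values of inactives mirror those of a sister screen read the other way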
# SR-BI DiI-HDL act – SR-BI HDL lipid transfer activation; AID 504775; activation, % at 12.5 µM; CHO ldlA[mSR-BI] cells, DiI-HDL uptake fluorescence, 3 h; 100 = double the neutral-control signal; hit rate 0.096% among 320,000;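 active means mean replicate activation of at least 60% and every replicate at or above 60%; inconclusive means mean or all-replicate condition met, but not both; inactive means mean below 60% and not all replicates reaching 60%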;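 further: 0% = median plate neutral-control signal and 100% = twice that signal; values of inactives mirror those of a sister screen read the other way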
#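 Test system: SR-BI-overexpressing, LDLR-lacking CHO cells. Measured by: DiI fluorescence, bottom read. Medium: Ham's F12 with 0.5% BSA, HEPES 25 mM, pH 7.4. Timing: 3 h uptake period with compound, 37 °C.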
# dFosB activator – mouse delta FosB homodimer activation. P13346. purified delta FosB, TAMRA-CDK5 oligo fluorescence polarization; percent of positive-control signal above neutral wells. AID 493131. activation, % at 25 µM. hit rate 0.99% among 340,000;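 active means mean activation above about 17%, with every replicate also reaching it, limit read from the data, passing the limit was not always enough; inconclusive means only one of the two conditions met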;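 further: fluorescence polarization rise as delta FosB binds a TAMRA Cdk5 AP-1 oligo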
# Target sequence (P13346 whole entry, looked up): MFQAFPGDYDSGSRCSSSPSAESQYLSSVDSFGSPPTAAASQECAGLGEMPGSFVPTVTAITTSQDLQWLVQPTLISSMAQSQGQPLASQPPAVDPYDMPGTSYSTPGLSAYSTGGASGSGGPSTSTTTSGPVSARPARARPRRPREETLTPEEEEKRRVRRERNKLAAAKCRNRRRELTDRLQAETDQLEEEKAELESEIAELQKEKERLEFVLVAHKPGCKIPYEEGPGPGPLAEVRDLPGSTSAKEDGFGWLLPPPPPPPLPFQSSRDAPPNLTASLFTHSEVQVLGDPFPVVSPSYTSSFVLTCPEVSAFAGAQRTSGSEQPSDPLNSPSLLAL
# MITF act – MITF TRPM1 promoter activation in melanoma cells | SK-MEL-5 TRPM1-promoter luciferase, 24 h; % of positive control, neutral wells = 0 | activation, % at 12.5 µM | hit rate 0.75% among 300,000;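 active means mean activation of at least 80% with every replicate also reaching 80%; inconclusive means mean reaches 80% but some replicate falls short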;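 further: 0% = neutral control wells and 100% = parthenolide positive control wells; values of inactives mirror those of a sister screen read the other way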
# Wnt act – Wnt/beta-catenin pathway activation | Wnt/beta-catenin reporter cell assay, activator, plate reader | activation, % at 9.35 µM | hit rate 1.2% among 300,000 | AID 743398; in the data active means activation above about 30%, passing the limit was not always enough; inconclusive means no clear call, values can overlap the other calls;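 further: 0% = neutral control wells and 100% = positive control wells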
# PvdQ acylase – P. aeruginosa PvdQ acylase inhibition; purified PvdQ acylase, fluorescence plate reader; AID 488965; hit rate 0.063% among 340,000; inhibition, % at 10 µM; in the data active means inhibition above about 30%, passing the limit was not always enough; inconclusive means no clear call, values can overlap the other calls;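 further: 0% = vehicle neutral wells and 100% = reference inhibitor wells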
# Rtt109 HAT inh – inhibitors of Candida albicans Rtt109/Vps75 histone acetyltransferase; Q5AAJ8; purified Rtt109/Vps75, ThioGlo CoA-SH fluorescence, 4 h; inhibition, % at 34.9 µM; hit rate 0.16% among 330,000;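 active means inhibition of at least 50% in every replicate; inconclusive means best replicate reaches 50% inhibition but some replicates fall short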
# HTR5A ag ctr – activates human HTR5A in OPRM1-OPRD1 agonist counter-screen; P47898; HTR5A agonist assay, luminescence, cell-based; activation, % at 9.3 µM; hit rate 0.61% among 340,000; in the data active means activation mostly above about 9.5%, no sharp cut-off; inactive means mostly below about 7.6%;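 further: 0% = cells with vehicle only and 100% = reference agonist; strong numbers were not always called active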
# CDK5 p35 inh – CDK5/p35 (human) kinase inhibition. Q00535+Q15078. Recombinant CDK5/p35, ADP-Glo luminescence, 60 min. inhibition, % at 10 µM. hit rate 0.01% among 330,000;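 active means highest replicate inhibition of at least 50% and at least 75% of replicates reaching 50%; inconclusive means only one of the two criteria met; inactive means both criteria failed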;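 further: plate controls were DMSO neutral control for no effect and GW8510 at 10 µM for full effect; many of its hits are not listed in these tables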
# Target sequence (Q00535 whole entry, looked up): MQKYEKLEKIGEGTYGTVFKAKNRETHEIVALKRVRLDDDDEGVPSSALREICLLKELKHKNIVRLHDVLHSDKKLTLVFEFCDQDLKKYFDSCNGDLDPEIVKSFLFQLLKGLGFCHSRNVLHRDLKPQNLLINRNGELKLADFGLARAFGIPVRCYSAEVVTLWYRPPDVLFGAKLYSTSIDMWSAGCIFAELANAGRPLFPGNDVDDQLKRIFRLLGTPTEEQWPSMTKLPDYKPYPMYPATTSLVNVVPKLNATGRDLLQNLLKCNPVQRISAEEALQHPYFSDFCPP
# Target sequence (Q15078 whole entry, looked up): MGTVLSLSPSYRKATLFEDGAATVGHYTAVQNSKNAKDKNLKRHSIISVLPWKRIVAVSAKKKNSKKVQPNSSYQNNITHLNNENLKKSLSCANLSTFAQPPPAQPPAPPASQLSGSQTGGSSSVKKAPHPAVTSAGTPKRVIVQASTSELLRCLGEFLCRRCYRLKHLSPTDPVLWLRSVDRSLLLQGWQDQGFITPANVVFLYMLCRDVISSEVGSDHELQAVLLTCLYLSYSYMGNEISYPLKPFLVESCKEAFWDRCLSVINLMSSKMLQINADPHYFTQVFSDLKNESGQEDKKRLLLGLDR
# RTF Ca sens act – increases calcium sensitivity of human cardiac regulated thin filaments; IANBD-labeled TnC RTF fluorescence at EC20 calcium; 0% EC20 calcium, 100% full calcium; activation, % at 7.2 µM; hit rate 0.24% among 340,000; AID 493008;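 active means activation above the mean over all tested compounds plus 3 SD, cut at about 30% in these data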;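 further: rise in fluorescence read as greater calcium sensitivity of cardiac thin filaments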
# The depositor's hits bear a star; ? = inconclusive; . = not tested or not shown; & = joins results of further samples.
SMILES,SR-BI DiI inh,SR-BI DiI-HDL act,dFosB activator,MITF act,Wnt act,PvdQ acylase,Rtt109 HAT inh,HTR5A ag ctr,CDK5 p35 inh,RTF Ca sens act
Cc1ccc(NC(=O)Nc2cccnc2)cc1Cl,-18,18,-1,71,4,10,-1,1,0.6,-2
Cc1nn(-c2cccc([N+](=O)[O-])c2)c(N)c1-c1ccccc1,56,-56,4,92*,15,4,4,-2,0.6,2
O=C(CSc1n[nH]c(-c2ccncc2)n1)Nc1ccccc1,-32,32,-2,3,-4,-10,6,2,-0.6,5
Cc1c(C(=O)NCCSCc2ccccc2Cl)cccc1[N+](=O)[O-],1,-1,3,2,.,-9,1,4,-0.5,1
Cc1ccc(/C=N/n2nnnc2N)cc1,-13,13,0,28,9,-3,-3,-2,-0.2,-7
COC(=O)C1=C(Nc2ccc(OC)cc2)C=C(C)C(C(=O)OC)C1c1ccc(C)cc1 (stereo not drawn),24,-24,-7,-6,.,0,6,-1,1.1,1
CC(C)(C)NS(=O)(=O)c1ccc(NC(=S)NC(=O)C2CCC2)cc1,5,-5,-8,-11,-1,-12,10,1,-2.4,4
COc1cc(C(=O)Nc2c(C(=O)O)[nH]c3ccc(Br)cc23)cc(OC)c1OC,.,.,-16,-8,1,-12,-8,0,-3.4,-4
COc1cccc2cccc(/C=N/n3cnnc3)c12,14,-14,4,13,-3,-11,-29,3,0.5,-1
C=CCn1c(SCC(=O)N(CCO)CCO)nc2sc3c(c2c1=O)CCC3,0,0,1,4,1,-11,6,-2,-1.1,2
CCOC(=O)c1[nH]c2cc3c(cc2c1NC(=O)CN1CCN(CCO)CC1)OCO3,-6,6,-12,.,3,-19,-3,3,1.2,-1
CCN1/C(=C2\OC(=S)N(C)C2=O)Sc2ccccc21,2,-2,2,?,.,-11,-2,0,1.4,0
C=CCNC(=O)c1ccc(N(C)S(=O)(=O)c2ccc(OC)cc2)cc1,-4,4,-5,9,.,6,-6,0,-0.8,2
CSc1snc(SCC(N)=O)c1C#N,-34,34,3,.,-2,-7,-8,1,0.9,-2
CCN(CC)S(=O)(=O)c1ccc2c(c1)nc(SC(C)C(N)=O)n2-c1ccc(OC)cc1 (stereo not drawn),-28,28,-3,2,.,11,29,5,0.1,-7
CC(=O)N1CCOCCOCCN(C(C)=O)CCOCCOCC1,-29,29,-6,2,-6,-10,5,0,0.7,-7
CCOC(=O)c1c(NC(=O)Cn2nnc3ccccc32)sc2c1CCC(C)C2 (stereo not drawn),35,-35,-8,-7,-1,-11,4,3,0.3,10
Cc1cccc(CC(=O)N2CCN=C2SCc2ccc([N+](=O)[O-])cc2)c1,-18,18,-11,16,-2,-1,-1,-4,3.2,13
Cc1cc(C)cc(N(CC(=O)N2CC=C(c3ccccc3)CC2)S(=O)(=O)c2c(C)noc2C)c1,12,-12,-12,0,-5,-10,-19,7,-0.3,7
Cc1c(C)c2cc(Cl)c(OCC(=O)NCCCn3ccnc3)cc2oc1=O,18,-18,-22,11,2,-1,1,1,.,-1
COc1ccc(-c2n[nH]c(=S)n2-c2ccc(C)cc2)cc1OC,-17,17,-3,19,0,-4,-1,-3,0.5,-5
COc1ccc(OCC(O)Cn2c(Nc3ccccc3)nc3c2c(=O)n(C)c(=O)n3C)cc1 (stereo not drawn),55,-55,1,11,.,-8,-8,1,-1.0,-5
Cc1ccc2nc(SCc3nc4c(cnn4-c4ccccc4)c(=O)[nH]3)[nH]c2c1,-14,14,-2,-13,.,-11,0,9,0.7,-6
Cc1ccc(NC(=O)C2(c3ccccc3)CC2(Cl)Cl)cc1C (stereo not drawn),-14,14,4,35,.,-6,4,2,1.4,-3
CC(=O)Nc1ccc(N/C=C/C(=O)c2ccc(C)o2)cc1,2,-2,-8,?,12,7,.,0,-1.3,4
CCOCCSC1=C(C#N)C(c2cccs2)C(C(C)=O)=C(C)N1 (stereo not drawn),12,-12,1,-4,.,-4,-3,1,-1.5,1
CCOc1ccccc1NC(=O)CCS(=O)(=O)c1ccc2c(c1)CCN2C(C)=O,-7,7,-5,-7,1,-9,-6,-6,0.0,3
CCc1cccc(C)c1NC(=O)c1cccc(N(C)C)c1,-1,1,-3,-12,.,-14,-7,5,1.2,2
CCOc1ccc(-c2nc(-c3cccnc3)no2)cc1OCC,41,-41,-27,.,.,-7,-23,4,-0.7,1
Cc1cc2c(NC(=O)CCCC(=O)O)cccc2nn1,3,-3,-5,.,1,1,-1,-4,-0.2,-1
O=C(COC(=O)Cc1c(Cl)cccc1Cl)NC1CCCC1,20,-20,-3,-6,-1,-11,-5,-3,0.9,3
COc1cccc(/C=N/NC(=O)C[n+]2ccccc2)c1O,-3,3,1,-6,-1,-10,5,6,0.7,1
Cc1nc(CCNC(=O)Cc2ccc(Cl)cc2)cs1,-33,33,0,.,0,-4,6,-2,-3.4,2
CC(C)(C)c1ccc(C(=O)NCCNC(=O)c2ccco2)cc1,-25,25,-8,15,1,-7,-9,-7,1.5,-3
CC1CN(C(=O)/C=C/c2ccccc2[N+](=O)[O-])CC(C)O1 (stereo not drawn),10,-10,2,6,-2,-6,.,5,0.8,-4
C/C(=N\NC(=O)C(O)c1ccccc1)c1cccnc1 (stereo not drawn),-19,19,-3,-12,-2,-10,-12,-1,2.4,-2

# Entries above that contain a halogen, in the order listed:
SMILES,SR-BI DiI inh,SR-BI DiI-HDL act,dFosB activator,MITF act,Wnt act,PvdQ acylase,Rtt109 HAT inh,HTR5A ag ctr,CDK5 p35 inh,RTF Ca sens act
Cc1ccc(NC(=O)Nc2cccnc2)cc1Cl,-18,18,-1,71,4,10,-1,1,0.6,-2
Cc1c(C(=O)NCCSCc2ccccc2Cl)cccc1[N+](=O)[O-],1,-1,3,2,.,-9,1,4,-0.5,1
COc1cc(C(=O)Nc2c(C(=O)O)[nH]c3ccc(Br)cc23)cc(OC)c1OC,.,.,-16,-8,1,-12,-8,0,-3.4,-4
Cc1c(C)c2cc(Cl)c(OCC(=O)NCCCn3ccnc3)cc2oc1=O,18,-18,-22,11,2,-1,1,1,.,-1
Cc1ccc(NC(=O)C2(c3ccccc3)CC2(Cl)Cl)cc1C (stereo not drawn),-14,14,4,35,.,-6,4,2,1.4,-3
O=C(COC(=O)Cc1c(Cl)cccc1Cl)NC1CCCC1,20,-20,-3,-6,-1,-11,-5,-3,0.9,3
Cc1nc(CCNC(=O)Cc2ccc(Cl)cc2)cs1,-33,33,0,.,0,-4,6,-2,-3.4,2

# Single records, as listed above. Values in the order: SR-BI DiI inh	SR-BI DiI-HDL act	dFosB activator	MITF act	Wnt act	PvdQ acylase	Rtt109 HAT inh	HTR5A ag ctr	CDK5 p35 inh	RTF Ca sens act
# `O=C(COC(=O)Cc1c(Cl)cccc1Cl)NC1CCCC1` as listed: 20	-20	-3	-6	-1	-11	-5	-3	0.9	3
# `Cc1nc(CCNC(=O)Cc2ccc(Cl)cc2)cs1` as listed: -33	33	0	.	0	-4	6	-2	-3.4	2
# `CC(=O)Nc1ccc(N/C=C/C(=O)c2ccc(C)o2)cc1` as listed: 2	-2	-8	?	12	7	.	0	-1.3	4

# (more compounds)
SMILES,SR-BI DiI inh,SR-BI DiI-HDL act,dFosB activator,MITF act,Wnt act,PvdQ acylase,Rtt109 HAT inh,HTR5A ag ctr,CDK5 p35 inh,RTF Ca sens act
CCc1ccc2[nH]c(C(=O)Nc3ccc(Br)c(C)n3)cc2c1,48,-48,-10,66,16,-8,1,4,-0.6,0
O=C(O)C1CC(O)CN1C(=S)Nc1ccccc1 (stereo not drawn),-21,21,0,-10,1,-2,7,-2,-0.8,3
COc1ccc(CC(=O)OCC(=O)NCCc2ccccc2)cc1OC,-4,4,8,-8,-1,-18,-13,-2,-1.5,3
O=c1[nH]c(/C(Cl)=C/c2cc(Cl)ccc2O)nc2cc(Cl)ccc12,24,-24,31*,3,-1,-6,-3,4,-1.0,-8
Cc1ccc(C(=O)Nc2ccc(NC(=O)c3cccs3)cc2)cc1[N+](=O)[O-],39,-39,13,17,-3,-9,3,6,0.2,8
Cc1ccc(C)c(NC(=O)CN(C)S(=O)(=O)c2ccc(F)cc2)c1,-7,7,-6,-8,.,10,.,6,1.7,6
CC(=O)Nc1ccc(OCC(O)CN2CCN(c3cc(Cl)ccc3C)CC2)cc1 (stereo not drawn),9,-9,-6,.,-8,8,26,3,-0.9,3
O=C(Nc1ccc(F)cc1F)c1cc2n(n1)C(C(F)(F)F)C1CCCCC1N2 (stereo not drawn),-12,12,6,.,-2,0,-2,3,-0.6,-6
CCC(CC)NC(=O)COC(=O)c1ccc(OCC(=O)Nc2ccccc2OC)c(OC)c1,-10,10,-5,-11,-3&-2,-7,-1,-2,0.3,1
COc1cc(OC)cc(C(=O)NC(=S)Nc2ccc(NC(=O)c3ccco3)cc2)c1,37,-37,3,-19,-2,-3,10,2,2.2,7
Cc1[nH]c(=O)[nH]c(=O)c1S(=O)(=O)N1CCCC(C(=O)NCc2ccco2)C1 (stereo not drawn),-1,1,4,-1,.,-13,-2,6,0.2,-1
O=C(CCc1ccccc1)NNC(=S)NCc1ccc(Cl)cc1,-33,33,-4,-3,2,-17,3,1,-1.2,4
COc1ccc(OC)c(C(=O)CSc2nc3ncccc3[nH]2)c1,-4,4,5,.,-4,8,-1,-2,1.2,11
O=C(N/N=C1\CCSc2ccc(F)cc21)c1cccnc1,1,-1,-12,2,18,-1,-5,4,0.0,-1
COC(=O)CN1C(=O)COc2ccc(S(=O)(=O)N3CCCC3)cc21,0,0,0,14,-1,5,-9,-5,0.3,-2
[O-]/C(=C(\C(=S)Nc1ccccc1F)[n+]1ccccc1)c1ccc(-c2ccccc2)cc1,38,-38,-20,31,4,-10,-1,0,-0.8,1
Cc1cc(C)nc(-n2nc(C)cc2NC(=O)c2cc3ccccc3oc2=O)n1,6,-6,-4,-2,1,-8,5,-5,0.3,0
COc1ccccc1N1CCN(C(=O)C2=CC=CN3CCS(=O)(=O)N=C23)CC1,-22,22,-2,-3,1,-5,-1,3,-1.1,0
NC(=O)CSc1ncnc2c1cnn2Cc1ccccc1,-28,28,0,.,-1,-5,-8,-1,-0.5,-1
CCOc1ccc(/C=N/NC(=O)C(O)c2ccccc2)c(O)c1 (stereo not drawn),-22,22,0,.,-1,0,1,-2,-4.1,1
CCN(CC)S(=O)(=O)c1csc(C(=O)OCC(=O)c2ccccc2)c1,5,-5,0,2,-7,6,2,6,-1.1,-4

# Rows are unselected (roughly 4.4% active in at least one column).
